Source: PubChem
PLCg1 inh – PLC-gamma1 enzyme inhibitors, primary screen, biochemical, fluorescence, purified enzyme; 1-phosphatidylinositol 4,5-bisphosphate phosphodiesterase gamma-1 (Homo sapiens), P19174; fluorogenic substrate; inhibition, % at 12.2 µM; 0.84% of 370,000 active; AID 720700, 2013; in the data active = inhibition above about 9.5%
hgDAF12 agonist – H. glycines DAF-12 receptor agonists, primary screen, cell-based, luminescence, HEK293, GAL4 fusion, UAS-luciferase; HEK293 GAL4-hgDAF12 UAS-luciferase reporter, agonist luminescence; normalized to butyrate control; 1.8% of 370,000 active; activation, % at 6.8 µM; AID 687014, 2013; Nuclear hormone receptor DAF-12 (Heterodera glycines), GAL4 fusion;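 active = activation above a cutoff set at the mean of all screened compounds plus 3 SD, cut at about 10% in these data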;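 also: 0% = DMSO wells and 100% = sodium butyrate wells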
hcDAF12 agonist – H. contortus DAF-12 nuclear receptor activators, primary screen, cell-based, luminescence, HEK293, lit1-tk-luc reporter. HEK293 hcDAF-12 lit1-tk-luc reporter; 0% DMSO, 100% Δ7-dafachronic acid. activation, % at 6.8 µM. 1.4% of 370,000 active. AID 652067, 2013;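 active = activation above the mean of all tested compounds plus 3 SD, cut at about 5.5% in these data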;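 also: 100% = response to 3 µM Δ7-dafachronic acid high control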
DAX1 inh-1 – DAX1 (NR0B1) inhibitors on StAR promoter, primary screen, cell-based, luminescence, SF-1 (NR5A1), full-length DAX-1; HEK293T StAR-luciferase reporter, SF-1/DAX-1 repression relief; inhibition, % at 6.8 µM; 1.1% of 370,000 active; AID 652010, 2013;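 active = inhibition above the mean over all tested compounds plus 3 SD, cut at about 3.6% in these data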;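 also: 0% = DAX-1 cells with DMSO and 100% = cells lacking DAX-1 with DMSO; higher inhibition means more luminescence from relief of DAX-1 repression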
ssDAF-12 act – S. stercoralis DAF-12 nuclear receptor activators, primary screen, cell-based, luminescence, HEK293, GRIP1 co-expression, lit1-tk-luc. activation, % at 6.8 µM. Nuclear hormone receptor DAF-12 (Strongyloides stercoralis). HEK293 ssDAF-12/GRIP1 lit1-tk-luc reporter; % of 3 µM dafachronic acid response. 1% of 370,000 active;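 active = activation above the mean over all tested compounds plus 3 SD, cut at about 0.9% in these data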;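 also: 0% = DMSO-only wells and 100% = 3 µM delta7-dafachronic acid wells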
ADAM10 inh – human ADAM10 inhibitors, primary screen, biochemical, QFRET, HTS. Disintegrin and metalloproteinase domain-containing protein 10 (Homo sapiens), O14672. recombinant ADAM10, EDANS/DABCYL FRET peptide cleavage, 3 h. inhibition, % at 7 µM. 0.62% of 370,000 active. AID 720582, 2013;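 active = inhibition above a per-campaign cutoff equal to the mean of compounds falling between control-based bounds plus 3 SD, cut at about 20% in these data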;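 also: 0% = DMSO wells while the 100% control is not disclosed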
ADAM17 inh – ADAM17 inhibitors, primary screen, biochemical, QFRET | Disintegrin and metalloproteinase domain-containing protein 17 (Homo sapiens), P78536 | recombinant ADAM17, EDANS/DABCYL FRET peptide cleavage | inhibition, % at 6.95 µM | 0.83% of 370,000 active | AID 720648, 2013;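 active = inhibition above the mean of compounds lying between control limits plus 3 SD, set per campaign, cut at about 8.5% in these data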;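 also: 0% = DMSO-only wells as the low control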
Target sequence (P78536 215-824 limits assumed): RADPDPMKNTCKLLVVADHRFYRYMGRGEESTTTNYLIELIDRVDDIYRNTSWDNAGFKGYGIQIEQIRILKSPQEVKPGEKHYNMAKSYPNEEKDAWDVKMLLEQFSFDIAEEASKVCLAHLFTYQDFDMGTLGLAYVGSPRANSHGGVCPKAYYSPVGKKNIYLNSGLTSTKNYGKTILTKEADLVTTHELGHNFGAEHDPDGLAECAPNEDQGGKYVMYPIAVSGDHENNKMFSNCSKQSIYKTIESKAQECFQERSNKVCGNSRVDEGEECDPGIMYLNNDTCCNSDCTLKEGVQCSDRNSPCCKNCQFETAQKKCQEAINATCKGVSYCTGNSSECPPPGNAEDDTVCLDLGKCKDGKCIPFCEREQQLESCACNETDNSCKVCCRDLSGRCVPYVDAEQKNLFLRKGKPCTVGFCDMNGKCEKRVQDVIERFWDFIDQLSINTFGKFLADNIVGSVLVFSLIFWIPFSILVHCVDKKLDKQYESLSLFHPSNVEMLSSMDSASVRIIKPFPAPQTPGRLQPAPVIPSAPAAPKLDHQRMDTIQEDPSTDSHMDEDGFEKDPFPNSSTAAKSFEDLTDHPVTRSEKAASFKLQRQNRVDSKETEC
FXN GAA850 act – FXN promoter activators, primary screen, cell-based, luciferase luminescence, HEK293 lucGAA850. activation, % at 6 µM. 0.56% of 360,000 active. HEK293 lucGAA850 FXN promoter luciferase reporter, 24 h; percent of 10 µM SAHA response;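 active = activation above the average of all compounds screened plus 3 SD, cutoff fixed separately per campaign, cut at about 7.5% in these data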;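 also: 0% = DMSO wells and 100% = 10 µM SAHA wells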
DAX1 inh-2 – DAX1 (NR0B1) inhibitors, primary screen, cell-based, HEK293, Gal4-DAX1, luciferase luminescence. Nuclear receptor subfamily 0 group B member 1 (Homo sapiens), P51843. HEK293 Gal4-DAX1 luciferase reporter. inhibition, % at 6.75 µM. 0.99% of 340,000 active. AID 504766, 2011;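 active = inhibition above the mean over all tested compounds plus 3 SD, cut at about 4.2% in these data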;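 also: 0% = DAX1-transfected cells with DMSO and 100% = empty-vector control cells with DMSO; inhibition shows as a rise in luminescence from relieved DAX1 repression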
Target sequence (P51843 207-470 limits assumed): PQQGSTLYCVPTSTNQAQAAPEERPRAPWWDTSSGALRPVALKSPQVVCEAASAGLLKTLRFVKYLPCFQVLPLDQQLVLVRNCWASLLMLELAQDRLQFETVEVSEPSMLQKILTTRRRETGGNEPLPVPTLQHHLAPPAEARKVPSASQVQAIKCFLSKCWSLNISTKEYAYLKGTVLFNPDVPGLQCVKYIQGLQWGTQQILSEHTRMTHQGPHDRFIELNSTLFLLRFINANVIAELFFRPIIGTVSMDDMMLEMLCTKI
sPLA2-III inh – human group III sPLA2 inhibitors, primary screen, biochemical, QFRET, BODIPY PC-A2 liposome substrate; QFRET BODIPY PC-A2 liposome hydrolysis, fluorescence; Group 3 secretory phospholipase A2 (Homo sapiens), Q9NZ20; inhibition, % at 12.2 µM; 0.56% of 370,000 active;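 active = inhibition above mean plus 3 SD of compounds lying within the high and low control bounds, cut at about 19% in these data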;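 also: 0% = median of test compound wells and 100% = no enzyme DMSO wells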
PLCb3 inh – human PLC-beta3 inhibitors, primary screen, biochemical, fluorescence. AID 720704, 2013. inhibition, % at 12.2 µM. Purified PLC-beta3, fluorogenic substrate. 0.18% of 370,000 active; in the data active = inhibition above about 11%;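 also: 0% = median of compound wells on plate and 100% = full blocker control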
* hit, by the source's call; i = inactive; . = no result given.

SMILES | PLCg1 inh | hgDAF12 agonist | hcDAF12 agonist | DAX1 inh-1 | ssDAF-12 act | ADAM10 inh | ADAM17 inh | FXN GAA850 act | DAX1 inh-2 | sPLA2-III inh | PLCb3 inh
CNC(=O)c1cn2c3c(ccc(Cl)c3c1=O)OC(C)C2 (configuration not stated) | -91 | -0.2 | -2.9 | 0.1 | -0.8 | -358 | -137 | 3.8 | 0.5 | 8 | -130
C[C@@H]1CN([C@@H](C)CO)C(=O)CCCn2nncc2CO[C@@H]1CN(C)S(=O)(=O)c1ccccc1 | 1 | 2.9 | -0.7 | -0.3 | -1.2 | -7 | 1 | -0.9 | 1.3 | 5 | 7
Cn1nnnc1SCc1ccccc1F | -1 | -3.2 | 0.1 | 0.7 | -1.4 | -1 | -7 | -5.4 | 0.9 | 8 | 0
CN(CC(=O)Nc1ccccc1F)Cc1cccs1 | -2 | 1.6 | -2.6 | -0.6 | -1.8 | -3 | -2 | -0.6 | 1.3 | 2 | -3
Cn1nc(C(=O)Nc2cccc(S(=O)(=O)N3CCCC3)c2)c2ccccc2c1=O | 2 | -2.0 | -0.9 | -1.4 | -1.2 | 2 | 1 | -0.2 | -0.1 | -3 | -4
COc1cc2c(cc1NC(=O)CN1CCN(S(=O)(=O)c3ccccc3F)CC1)oc1ccccc12 | 0 | -2.0 | -1.0 | 0.5 | -1.4 | -1 | 1 | -2.0 | 0.3 | -3 | 1
c1ccc(-c2nc3cccnc3nc2-c2ccccc2)cc1 | -10 | -0.2 | -1.6 | -0.2 | -1.4 | -27 | -10 | 0.4 | 0.1 | 1 | -21
O=C(O)C[C@H]1c2cc(F)ccc2S(=O)(=O)N1C1CCCCC1 | 4 | -0.5 | -0.6 | -0.1 | -1.3 | -7 | -3 | -0.4 | 1.2 | 5 | 1
Cc1cc(C)c(S(=O)(=O)N(CC(=O)N2CCCC2)C2CCCCC2)c(C)c1 | 0 | -0.6 | -3.3 | -1.2 | -1.6 | 3 | 0 | -1.9 | -2.5 | -2 | 2
CC(=O)c1ccc(NC(=O)CNC2CCCCC2)cc1 | 1 | -0.7 | -0.4 | 0.5 | -1.6 | -11 | -3 | 0.7 | 0.4 | 2 | -4
Cc1cccc(N2CCN(C(=O)c3ccccc3NC(=O)C3CCCCC3C(=O)O)CC2)c1 (configuration not stated) | -4 | -1.0 | -2.5 | -0.3 | -1.8 | -6 | -7 | 3.7 | -0.3 | 8 | -2
O=C(c1csc(Nc2cccc3ccccc23)n1)N1CCCC1 | -10 | -4.8 | 0.8 | -0.7 | -0.7 | -34 | -7 | -0.8 | -1.3 | 1 | -23
CN(CC(=O)Nc1cc(S(=O)(=O)N2CCCC2)ccc1Cl)Cc1cccs1 | 4 | 0.7 | -3.5 | -1.4 | -1.8 | 8 | 2 | 1.2 | -1.4 | -7 | -5
CCN(CC)S(=O)(=O)c1ccc(Cl)c(C(=O)OC)c1 | 5 | 1.9 | -1.4 | -0.5 | -1.2 | -6 | 1 | 3.6 | 1.3 | 9 | 3
CCOC(=O)c1ccc(-n2ncc(C(=O)OCC)c2N)cc1 | 3 | 1.9 | 1.5 | 0.0 | -0.7 | 3 | -2 | -0.3 | -0.9 | 2 | -1
O=C(COc1ccc(C(=O)O)cc1)Nc1cccc(C(F)(F)F)c1 | 0 | -0.3 | 2.9 | 0.5 | -1.4 | 5 | -4 | -0.5 | 0.2 | 2 | -6
O=C1OC2(O)C3C4C=CC(C4)C3C(=O)N2c2ccccc21 (configuration not stated) | 4 | 0.5 | -0.7 | 0.3 | -1.6 | -2 | -3 | -0.9 | 0.9 | -4 | -8
CCCn1c(SCC(=O)Nc2cccc(C(=O)OCC)c2)nnc1-c1ccoc1C | 2 | -1.2 | -1.4 | -0.6 | -1.4 | -1 | -4 | 0.2 | -1.3 | -9 | 4
COc1cc(C(=O)OC(C)CN2CCCCC2)cc(OC)c1OC (configuration not stated) | 2 | -0.2 | -1.6 | -0.1 | -1.6 | -6 | 0 | -0.2 | 0.2 | -1 | -5
O=C(NCCSc1ccc(Br)cc1)c1ccccc1 | -1 | 0.9 | -1.4 | 0.2 | -1.5 | 0 | -1 | 2.8 | -0.3 | -2 | -1
COc1ccc(NC(=O)CN(C)C(=O)CSc2ccc3c(c2)OCCO3)cc1 | 4 | -0.2 | -0.3 | -0.5 | -1.0 | 2 | 5 | 0.6 | -0.2 | -3 | -2
Cc1cc(NC(=O)CCC(=O)N(Cc2ccco2)C(C(=O)NC2CCCC2)c2ccc(F)cc2)no1 (configuration not stated) | 3 | -3.4 | -2.6 | -0.4 | -1.8 | 6 | -1 | 0.8 | -0.5 | -2 | -2
CCn1c(CNC(=O)Cc2ccc(OC)cc2)nnc1SCC(=O)Nc1nccs1 | 4 | -1.4 | -2.1 | -0.3 | -1.0 | 11 | -2 | 2.2 | -0.3 | 0 | 2
CCOc1ccc(-c2nnc(SCC(=O)NC(C)(C)C)nc2-c2ccc(OCC)c(OC)c2)cc1OC | -10 | -4.7 | -4.0 | -0.1 | -1.4 | 23* | 4 | -1.1 | -1.8 | -2 | -19
COC(=O)/C=C1\OCc2cc(OCc3ccccc3)ccc21 | 0 | 2.4 | -1.8 | 1.1 | -0.3 | -5 | -1 | . | . | -7 | 1
CC1CCc2ccc(F)cc2N1S(=O)(=O)c1cccs1 (configuration not stated) | 2 | 1.0 | -0.3 | 0.3 | -1.7 | 9 | 1 | -1.5 | -0.5 | -10 | 3
Cc1cc(C)n(CCNc2nc3nonc3nc2N2CCCCC2)n1 | 3 | 2.1 | 0.3 | 0.3 | -0.6 | 2 | -2 | 0.7 | 1.7 | 1 | 3
CCN(Cc1nc2cc(Cl)ccc2c(=O)[nH]1)C(=O)C1CC(=O)N(c2cccc3ccccc23)C1 (configuration not stated) | 9 | 0.7 | 1.7 | -0.8 | -1.1 | -4 | -1 | -3.6 | 0.6 | -19 | -18
COc1ccc(C(=O)CSc2ccccc2C(=O)O)cc1 | 5 | 4.4 | 4.5 | 1.5 | -1.1 | 11 | 3 | 2.7 | 0.7 | -14 | 5
NNC(=O)C1CC(O)CN1S(=O)(=O)c1ccc2ccccc2c1 (configuration not stated) | 1 | -1.3 | -0.7 | -0.7 | -1.2 | -9 | -7 | 4.5 | 0.8 | -5 | -10
COc1cccc(NC(=O)CCNS(=O)(=O)c2cccc3nonc23)c1 | 1 | 0.0 | -0.9 | -0.3 | -1.2 | -1 | -2 | 1.7 | -1.2 | 8 | -5
COCCn1c(Cc2ccccc2)nnc1SCC(=O)Nc1cc(C)on1 | 1 | 1.3 | -1.1 | -0.5 | -1.2 | 5 | -4 | 0.7 | -0.3 | 5 | 5
CC(=O)N1CCN(C(=O)CSc2cc(C)c(Br)cc2C)CC1 | -1 | 0.3 | -1.3 | -0.7 | -1.0 | 5 | -5 | 1.0 | -0.8 | 7 | -11
COc1ccc(N2C(=S)NC3CS(=O)(=O)CC32)cc1 (configuration not stated) | 2 | -0.9 | 1.1 | 0.1 | -1.9 | -7 | -2 | 0.8 | 0.7 | -2 | -8
Cc1c(-c2ccccc2)n(O)c(-c2ccc(N(C)C)cc2)[n+]1[O-] | -102 | 0.1 | 1.0 | 0.1 | -0.3 | i | -165 | 0.3 | 4.2 | -2 | -126
CCCNC(=O)CN(CCc1ccccc1)S(C)(=O)=O | 2 | 1.2 | -0.6 | -0.9 | -1.2 | -4 | -4 | 0.9 | 0.5 | 2 | 0
CNC(=O)C[C@H]1C(=O)N(C2CCCCC2)C[C@@H]1C | 3 | 1.6 | 1.7 | -0.2 | -0.7 | -16 | 2 | 0.8 | 1.9 | 4 | 3
CCOc1cc(/C=C(\C#N)C(=O)Nc2cccc(C(=O)O)c2)cc(Br)c1OC(=O)c1ccc(OC)cc1 | -1 | 4.0 | 1.8 | 0.1 | -0.6 | 12 | 3 | 2.0 | -0.5 | -2 | -9
O=C(c1cc2ccccc2cc1O)N1CCCC1 | -80 | 3.1 | 2.8 | -0.1 | -1.2 | -11 | -16 | 1.2 | -1.0 | -2 | -115
Cc1[nH]c2ccccc2c1C(=O)COC(=O)C1CC(=O)N(Cc2ccco2)C1 (configuration not stated) | -2 | -0.2 | 0.1 | -0.1 | -0.7 | -1 | -2 | 1.7 | -0.8 | -4 | -1
COc1cc(-c2nnc(SCC(=O)N(Cc3ccccc3)C(C)(C)C)o2)cc(OC)c1OC | -2 | -1.8 | 1.0 | 0.0 | -1.8 | 5 | -4 | -2.9 | -3.0 | 4 | 0
CCOc1ccccc1NC(=O)CN1CCC(C(=O)c2ccc(OC)cc2)CC1 | -1 | 1.0 | -2.4 | -0.5 | -1.4 | 5 | 1 | -1.3 | -1.0 | -9 | -8

ADAM10 inh, entries above that show a hit
Molecule | PLCg1 inh | hcDAF12 agonist | DAX1 inh-1 | ssDAF-12 act | ADAM10 inh | ADAM17 inh | FXN GAA850 act | DAX1 inh-2 | sPLA2-III inh | PLCb3 inh
CCOc1ccc(-c2nnc(SCC(=O)NC(C)(C)C)nc2-c2ccc(OCC)c(OC)c2)cc1OC | -10 | -4.0 | -0.1 | -1.4 | 23* | 4 | -1.1 | -1.8 | -2 | -19

Reprinted from the results shown, two compounds:
SMILES | PLCg1 inh | hgDAF12 agonist | hcDAF12 agonist | DAX1 inh-1 | ssDAF-12 act | ADAM10 inh | ADAM17 inh | FXN GAA850 act | DAX1 inh-2 | sPLA2-III inh | PLCb3 inh
COc1cc(-c2nnc(SCC(=O)N(Cc3ccccc3)C(C)(C)C)o2)cc(OC)c1OC | -2 | -1.8 | 1.0 | 0.0 | -1.8 | 5 | -4 | -2.9 | -3.0 | 4 | 0
CCOc1ccccc1NC(=O)CN1CCC(C(=O)c2ccc(OC)cc2)CC1 | -1 | 1.0 | -2.4 | -0.5 | -1.4 | 5 | 1 | -1.3 | -1.0 | -9 | -8

An unsorted share of the library; about 6.9% have a hit in one of these screens.
